HIF activator: HIF pathway transcriptional activation; actives 0.32% (n = 300,000); U2OS HRE-luciferase reporter, luminescence; normalized: DMSO 0%, desferrioxamine 100%; activation, % at 7.5 µM (by protocol);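 active = mean activation of at least 10% of the iron chelator positive control signal, with at least half of replicates also reaching 10%; inconclusive = mean and replicate majority disagree about reaching 10%; inactive = mean and most replicates under 10%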
Platelet DG rel: platelet dense granule release activity. AID 1663. actives 0.22% (n = 300,000). human platelet-rich plasma, SFLLRN dense granule ATP release, luminescence. inhibition, %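 (compounds screened at 7.5 µM in platelet-rich plasma)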;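 active = mean replicate score, as percent of positive control, at or above 50; inconclusive = mean below 50 but at least one replicate at or above 50; inactive = mean and every replicate below 50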
RGS4 inh: inhibitors of human RGS4. AID 463165. HEK293 M3R/RGS4 inducible, Fluo-4 calcium flux; hits give high values; triggered by carbachol at its EC20. B-score at 10 µM. P49798. actives 0.45% (n = 310,000);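 active = B-score, a plate-corrected calcium signal, over three deviations above library mean, with baseline fluorescence within five deviations of library mean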;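 also: RGS4 expression induced by doxycycline in cells with stable M3 receptor; B-score is computed from the integrated fluorescence ratio over baseline after carbachol; higher B-score means a larger calcium signal and so more RGS4 inhibition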
Target sequence (P49798 whole entry, looked up): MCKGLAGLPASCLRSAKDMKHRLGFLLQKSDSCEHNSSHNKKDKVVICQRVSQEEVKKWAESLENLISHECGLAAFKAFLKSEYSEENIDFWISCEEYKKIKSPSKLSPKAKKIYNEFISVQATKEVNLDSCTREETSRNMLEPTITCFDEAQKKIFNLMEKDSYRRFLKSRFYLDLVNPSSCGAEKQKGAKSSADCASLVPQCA
MrgX1 antag: human MrgX1 receptor antagonism, primary screen; MRGX1-HEK293 calcium flux, Fluo-4, BAM8-22 antagonism; hits give low values; B-score at 10 µM; actives 1.3% (n = 310,000); Q96LB2; AID 588676;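 active = calcium-response B-score plate-corrected more than 3 library SD below zero, starting fluorescence within 5 deviations, no agonist response on first addition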;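 also: peak minus trough fluorescence over baseline after final BAM8-22 challenge near maximal dose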
Target sequence (Q96LB2 whole entry, looked up): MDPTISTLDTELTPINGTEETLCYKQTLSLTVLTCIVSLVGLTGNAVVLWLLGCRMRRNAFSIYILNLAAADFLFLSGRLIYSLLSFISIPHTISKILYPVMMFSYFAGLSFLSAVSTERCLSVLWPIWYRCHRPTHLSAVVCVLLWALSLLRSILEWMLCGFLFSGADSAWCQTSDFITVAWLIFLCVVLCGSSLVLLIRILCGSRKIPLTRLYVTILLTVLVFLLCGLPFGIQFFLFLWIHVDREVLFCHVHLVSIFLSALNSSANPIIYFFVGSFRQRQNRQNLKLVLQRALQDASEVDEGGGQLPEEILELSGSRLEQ
RGS4 pot: RGS4 potentiation or activation | B-score at 10 µM | AID 463111 | actives 0.92% (n = 310,000) | HEK293 M3R/inducible RGS4, carbachol calcium flux Fluo4; hits give low values;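 active = B-score of the integrated calcium signal more than 4 SD below the library mean, with starting fluorescence not abnormally high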;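 also: negative B-score means reduced calcium response which marks RGS4 activation or potentiation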
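test system = M3R-expressing HEK293 line, RGS4 induced by doxycycline | probe or stimulus = carbachol at ECmax as muscarinic agonist stimulus | timing = dye loading 30 min 37 °C, buffer rest 30 min RT | signal = calcium dye Fluo4 fluorescence | evaluation = B score from integrated fluorescence ratio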
TRPC6 inh: blocks the mouse TRPC6 cation channel; AID 2553; actives 1.1% (n = 310,000); B-score at 10 µM; HEK293-TRPC6, membrane potential dye, ACh-evoked depolarization; hits give low values; Q61143;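 active = B-score under library mean minus 3 SD, initial fluorescence not abnormally high, positive integrated signal ratio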;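 also: B-score derived from integrated fluorescence ratio over the kinetic read; more negative B-score means stronger inhibition of depolarization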
MrgX1 PAM: human MrgX1 positive allosteric modulation, primary screen; Q96LB2; MrgX1-HEK293, Fluo-4 calcium flux, FDSS; hits give high values; B-score at 10 µM; actives 0.63% (n = 310,000);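 active = plate-corrected calcium response at least 3 library SD above typical, normal starting fluorescence, not activating the receptor alone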;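 also: compound read alongside a low EC10 to EC30 dose of BAM8-22 agonist; peak minus trough fluorescence over baseline measured at the second addition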
SKKanGAS inh: SKKanGAS growth inhibition | inhibition, % at 7.5 µM | S. pyogenes SKKanGAS, kanamycin growth, BacTiter-Glo, 6 h | actives 1.3% (n = 300,000);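 active = mean replicate score, as percent of positive control median, at least 50; inconclusive = mean below 50 but one replicate at or above 50; inactive = mean and every replicate below 50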;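 also: strain carries kanamycin resistance gene driven by streptokinase promoter and grows in 40 µg/ml kanamycin; loss of luminescence reflects streptokinase promoter inhibition or plain growth inhibition; 0% = median of DMSO wells and 100% = positive control at its reference dose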
TRPC4 inh: TRPC4 (mouse) channel inhibition. HEK293 TRPC4beta/mu-opioid, DAMGO-evoked Fluo4 calcium flux; hits give low values. B-score at 10 µM. Q9QUQ5. actives 0.39% (n = 300,000);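 active = B-score over 3 SD under the library average, no early fluorescence shift, positive overall ratio signal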
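Material: HEK293 cells with stable TRPC4beta plus mu-opioid receptor expression; probe or stimulus: DAMGO in two steps, submaximal then maximal; technique: Fluo4 calcium fluorescence by kinetic imaging, 5 s 1 Hz baseline; measure: integrated fluorescence ratio relative to baseline, converted to per-well B score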
TRPC6 act: mouse TRPC6 channel activation | Q61143 | HEK293-TRPC6 membrane potential dye fluorescence; hits give high values | B-score at 10 µM | actives 0.13% (n = 310,000);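 active = B-score of the integrated fluorescence ratio above library mean plus 3 SD, and starting fluorescence ratio within library mean plus 5 SD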;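 also: higher score means more depolarization so channel activation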
MrgX1 ag: human MrgX1 receptor agonism, primary screen | MrgX1-HEK293 cells, Fluo-4 calcium fluorescence, agonist mode; hits give high values | AID 588627 | B-score at 10 µM | actives 0.44% (n = 310,000);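 active = calcium response B-score plate-corrected fluorescence ratio at least 3 library SD, with starting fluorescence B-score inside 5 SD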
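Material: MrgX1-expressing HEK293 cells / Dosing: compound as first of three additions / Incubation: overnight seeding, then 1 h dark dye loading / Signal: Fluo-4 NW calcium fluorescence / Evaluation: B-scored fluorescence response ratio / Benchmarks: positive and negative control wells on each plate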
Starred values were filed as active, the others as inactive; i = inactive; ? = inconclusive; · = not tested or not shown.

SMILES	HIF activator	Platelet DG rel	RGS4 inh	MrgX1 antag	RGS4 pot	TRPC6 inh	MrgX1 PAM	SKKanGAS inh	TRPC4 inh	TRPC6 act	MrgX1 ag
CCCCCN(C(=O)CCCSc1nncs1)c1c(N)n(CCCC)c(=O)[nH]c1=O	-0.3	-2	i	i	i	i	i	2	i	i	i
CCc1ccc(NC(=O)COC(=O)/C(=C/c2ccccc2OC)c2ccccc2)cc1	0.0	19	i	i	i	i	i	-6	i	i	i
CCn1ncc(S(=O)(=O)NCc2ccco2)c1C	0.8	-10	i	i	i	i	i	-2	i	i	i
Oc1ccc(COCc2ccccc2)c2cccnc12	6.4	-1	i	-5.6*	i	i	i	?	i	i	i
CCOc1ccc(/C=N/NC(=O)Cc2csc(Nc3cccc(C(F)(F)F)c3)n2)c(OCC)c1	0.0	-1	i	i	i	i	i	11	i	i	i
N=C1/C(=C\c2ccc(OC(=O)c3ccco3)cc2)C(=O)N=C2SC=NN12	0.1	7	i	·	i	i	·	-6	i	i	·
CCOC(=O)c1cnn(-c2ccccc2)c1-c1ccccc1	-2.6	6	i	i	i	i	i	-3	i	i	i
CC(C)C(OC(=O)/C=C/c1ccc2c(c1)OCO2)C(=O)NC(N)=O (configuration not stated)	-0.2	-2	i	i	i	i	i	-5	i	i	i
Cc1ccc(C(=O)N/C(=C/c2ccco2)C(=O)N2CCOCC2)cc1	-0.1	·	i	i	i	i	i	-7	i	i	i
O=C(N/N=C/c1c[nH]c2ccc(Br)cc12)c1ccc2c(c1)OCO2	0.5	-8	i	i	i	i	i	5	i	i	45*
CCOC(=O)Cc1nnc(NCc2ccccc2)c2ccccc12	0.2	4	i	i	i	i	i	3	i	i	i
CCn1cc([N+](=O)[O-])c(C(=O)N2N=C(c3ccc(O)c(OC)c3)CC2c2ccccc2O)n1 (configuration not stated)	-0.2	-2	i	i	i	i	i	6	i	i	i
C=CCn1c(SCC(=O)Nc2ncc(Cc3ccc(C)c(Cl)c3)s2)nnc1-c1ccncc1	·	-3	i	i	i	i	i	9	i	i	i
Oc1cccc(/C=N/Nc2cccc3cccnc23)c1	0.8	44	i	·	i	i	·	1	i	i	·
CCc1nn(C(C)C(=O)N2CCc3ccccc3C2)c(=O)c2cc3occc3n12 (configuration not stated)	0.1	-30	i	i	i	i	i	-5	i	i	i
COc1ccc(/C=N/NC(=O)c2[nH]c3ccc(C)cc3c2-c2ccccc2)c(C(=O)O)c1OC	1.4	-3	i	i	i	i	i	2	i	i	i
Cc1ccc2c(CC(=O)NNC(=O)c3ccccc3)coc2c1	-0.1	11	i	i	i	i	i	2	i	i	i
Oc1ccc(Cl)cc1-c1cc(-c2ccccc2Cl)[nH]n1	0.6	8	i	i	i	i	i	3	i	i	i
Clc1ccc(OCCSc2ncccn2)c2ccccc12	0.4	6	i	i	i	i	i	14	i	i	i
CCN(CC)S(=O)(=O)c1ccc(N/N=C/c2ccccc2OCC(=O)O)c([N+](=O)[O-])c1	0.1	-2	i	i	i	i	i	2	i	i	i
O=C1c2ccccc2-c2ncnc3c(N4CCOCC4)cc(N4CCOCC4)c1c23	-0.3	15	i	i	i	i	i	14	i	i	i
CCCCNC(=O)CSc1nc2ccc(N3CCOCC3)cc2c(=O)n1CCc1ccccc1	1.3	16	i	i	i	i	i	32	i	i	i
O=C(CCNC(=O)Cn1ccc2ccccc2c1=O)NCCc1ccc(Cl)cc1	-0.4	-13	i	i	i	i	i	-12	i	i	i
CCOC(=O)c1c(C)[nH]c(O)c1C=Nc1ccc(C(F)(F)F)cc1	-0.2	-2	i	i	i	i	i	-3	i	i	i
S=c1[nH]nc(NCCc2ccccc2)s1	0.0	-5	i	i	i	i	i	-9	i	i	i
Other records.
SMILES	HIF activator	Platelet DG rel	RGS4 inh	MrgX1 antag	RGS4 pot	TRPC6 inh	MrgX1 PAM	SKKanGAS inh	TRPC4 inh	TRPC6 act	MrgX1 ag
Cc1ccccc1OCC(=O)Nc1ccc(C(=O)Nc2ccccc2C(=O)O)cc1	4.1	8	i	i	i	i	i	59*	i	i	i
Cc1cccc2sc(N(CCCN(C)C)C(=O)c3ccco3)nc12	2.7	-3	i	i	i	-6.8*	i	0	i	i	i
COC(=O)c1sc(NC(=S)NC(=O)c2ccc(C)cc2)nc1C	1.4	-11	i	i	i	i	i	-11	i	i	i
COc1ccc(-c2nc3n(c2C)CCC3)cc1	2.0	26	i	i	i	-5.8*	i	9	i	i	i
Cc1ccccc1-n1c(=O)n(Cc2ccco2)c(=O)c2[nH]cnc21	-2.2	3	i	i	i	i	i	-4	i	i	i
S=c1[nH]nc(-c2cc(-c3ccco3)[nH]n2)n1-c1cccc2ccccc12	-0.5	1	i	i	i	i	i	12	i	i	i
O=C(OCC(=O)c1ccc[nH]1)c1ccc(S(=O)(=O)N2CCCCC2)cc1	0.1	0	i	·	i	i	·	5	i	i	·
O=C(Nc1ccc(F)c(F)c1)c1ccco1	0.9	3	i	i	i	i	i	2	i	i	i
C=CCOc1ccc2c(c1)c(S(=O)(=O)c1ccc(C)cc1)cn2COC	-0.4	-3	i	i	i	i	i	13	i	i	i
Cc1ccc(NC(=O)c2ccc(C#CC3(O)CCCCC3)cc2)cc1C	0.3	16	i	i	i	i	i	51*	i	i	i
O=[N+]([O-])c1ccc(/C([O-])=C(/C(=S)Nc2ccccc2F)[n+]2ccccc2)cc1	-0.3	0	i	i	i	i	i	5	i	i	i
COCCOC(=O)C1=C(C)NC(=O)NC1c1c(Cl)nc2c(C)cccn2c1=O (configuration not stated)	0.0	13	i	i	i	i	i	-3	i	i	i
CCOc1ccc(C(=O)Nc2cccc(-c3nc4ccccc4[nH]3)c2C)cc1[N+](=O)[O-]	2.6	7	i	i	i	i	i	16	i	i	i
O=c1cc(/C=C/c2ccccc2)oc2ccccc12	6.5	1	i	i	i	i	i	-7	i	i	i
COC(=O)c1ccc(C(=O)OC)c(NC(=O)COC(=O)CC2CC3CCC2C3)c1 (configuration not stated)	-2.2	7	i	i	-9.7*	i	i	21	i	i	i
CCOC(=O)/C=C1\Nc2ccccc2OC1=O	-0.4	-8	i	i	i	i	i	2	i	i	i
O=C(CCc1nnc2ccc(NCc3ccco3)nn12)Nc1cccc(F)c1	0.3	17	i	i	i	i	i	-3	i	i	i
COCC(=O)N1CCC(Oc2ccc(C(=O)NCc3cc(C)n(C)n3)cc2)CC1	0.4	-1	i	i	i	i	i	1	i	i	i
Cc1nc(C)c(-c2csc(Nc3ccc(N)cc3)n2)s1	0.1	5	i	i	i	i	i	23	i	i	i
Cc1ccc(N2CCN(S(=O)(=O)c3ccc(F)cc3)CC2)c(C)c1	-0.1	5	i	i	i	i	i	-3	i	i	i
CCCCC(=O)Nc1cccc(-c2nc3ncccc3o2)c1	1.5	-2	i	i	i	i	i	-4	i	i	i
COc1ccc(C2CC(C(F)(F)F)n3nc(C(=O)O)cc3N2)cc1 (configuration not stated)	-0.2	20	i	i	i	i	i	-1	i	i	i
CCOC(=O)c1c(C)nc2sc3c(c2c1-c1ccc(OC)cc1)NC(c1ccccc1)NC3=O (configuration not stated)	0.1	3	i	i	i	i	i	23	i	i	i
Cc1ccc(S(=O)(=O)N(C)Cc2ccc(C(=O)N/N=C3\CC(=O)CC(C)(C)C3)cc2)cc1	-0.6	-2	i	i	i	i	i	12	i	i	i
Cc1cc(S(=O)(=O)N2CCCC2C(=O)N2CCOCC2)c(C)cc1Cl (configuration not stated)	-0.2	1	i	i	i	i	i	5	i	i	i
Additional structures
SMILES	HIF activator	Platelet DG rel	RGS4 inh	MrgX1 antag	RGS4 pot	TRPC6 inh	MrgX1 PAM	SKKanGAS inh	TRPC4 inh	TRPC6 act	MrgX1 ag
CCOc1ccc(N(CC)C(=O)c2nn(-c3ccc(OC)cc3)c(=O)c3c2c2ccccc2n3C)cc1	-0.6	6	i	i	i	i	i	-4	i	i	i
O=C(NNC(=O)c1ccccc1Cl)c1cccnc1	0.5	-16	i	i	i	i	i	0	i	i	i
NS(=O)(=O)c1ccc(N=Nc2c(=O)[nH]n3c(=O)c4c([nH]c23)CCCC4)cc1	0.1	3	i	i	i	i	i	2	i	i	i
CC(=O)c1c(C)[nH]c(C(=O)OCC(=O)Nc2cc(S(=O)(=O)N3CCCCC3)ccc2C)c1C	0.3	-3	i	i	i	i	i	7	i	i	i
COc1ccc(C(=O)c2ncc(C(F)(F)F)cc2Cl)cc1	0.7	4	i	i	i	i	i	-9	i	i	i
Clc1ccc(-c2ccc(-c3nn4c(-c5ccco5)nnc4s3)o2)cc1	-0.1	-4	i	i	i	i	i	4	·	i	i
Cc1nnc(SCC(=O)Nc2ccc3c(c2)OCO3)s1	-1.3	-5	i	·	i	i	·	1	i	i	·
Cc1ccc(C)c(N2CCN(CC(=O)Nc3ccc4[nH]c(=O)[nH]c4c3)CC2)c1	-0.1	2	i	i	i	i	i	-3	i	i	i
COc1ccc(C2CCCN2C(=S)Nc2cccc(C)c2)cc1OC (configuration not stated)	-0.3	0	i	i	i	i	i	-4	i	i	i
Clc1ccc(OCCNCCc2ccccc2)cc1	0.0	9	i	i	i	i	i	9	i	i	i
CC(C)Cn1cc(C(=O)N2CCN(c3ccccn3)CC2)c2c3ccccc3n(C)c2c1=O	-0.5	-5	i	i	i	i	i	7	i	i	i
O=C(Nc1ccc(Nc2ccccc2)cc1)c1c(Cl)cccc1Cl	0.3	8	i	i	i	i	i	-1	i	i	i
Oc1ccccc1/C=N/c1c(-c2ccco2)nc2ccccn12	0.2	12	i	i	i	i	i	1	i	i	i
O=C1OC(c2ccc(Cl)cc2)=N/C1=C\C=C\c1ccco1	0.6	-2	i	i	i	i	i	-2	i	i	i
c1ccc(Nc2nc3ccccc3n3cnnc23)cc1	-0.4	3	i	i	i	i	i	-4	i	i	i
COc1cccc(NC(=S)NNC(=O)c2c([N+](=O)[O-])c(C)nn2C)c1	0.4	2	i	i	i	i	i	4	i	i	i

Bioassay records deposited in PubChem BioAssay by several laboratories.
